GLD-1 TGE inh – GLD-1-TGE RNA interaction inhibition (C. elegans). 320,000 compounds, 0.44% hits. AID 2280. Q17339. purified GLD-1 + fluorescein TGE RNA, fluorescence polarization. inhibition, % at 5.96 µM;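 active = percent inhibition above a per-plate cutoff, the plate mean of test compounds plus 3 SD, cut at about 30% in these data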;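 also: 0% = DMSO wells with GLD-1 and probe and 100% = wells lacking GLD-1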
Target sequence (Q17339 whole entry, looked up): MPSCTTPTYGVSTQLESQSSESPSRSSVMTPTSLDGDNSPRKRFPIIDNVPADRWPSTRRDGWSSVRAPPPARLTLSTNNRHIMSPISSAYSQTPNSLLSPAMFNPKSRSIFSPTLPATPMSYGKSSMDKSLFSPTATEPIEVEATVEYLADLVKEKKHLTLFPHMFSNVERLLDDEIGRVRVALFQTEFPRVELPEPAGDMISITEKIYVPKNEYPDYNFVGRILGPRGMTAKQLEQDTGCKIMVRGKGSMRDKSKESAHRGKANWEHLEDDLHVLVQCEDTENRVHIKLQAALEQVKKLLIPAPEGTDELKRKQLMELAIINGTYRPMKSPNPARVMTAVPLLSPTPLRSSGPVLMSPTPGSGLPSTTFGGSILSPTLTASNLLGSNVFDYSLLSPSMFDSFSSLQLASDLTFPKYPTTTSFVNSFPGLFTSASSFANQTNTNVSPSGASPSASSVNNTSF
GRK2 aptamer HTS – inhibitors of human GRK2 displacing RNA aptamer; P25098; bead flow cytometry, FAM-aptamer displacement from GRK2; inhibition of aptamer binding, % at 10 µM; 330,000 compounds, 0.59% hits; AID 488847;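 active = inhibition of aptamer binding above 40%, roughly 3 SD of noise, on plates passing a quality check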;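 also: median bead fluorescence of bound FAM aptamer so fluorescent compounds give negative values; no value below 0 was filed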
AGP1-GFP MLPCN – modulators of TOR pathway AGP1-GFP in S. cerevisiae | S. cerevisiae AGP1-GFP multiplex flow cytometry, 3 h; GFP as percent of DMSO wells | GFP response vs DMSO, % at 10 µM | 320,000 compounds, 0.02% hits;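 active = GFP response relative to DMSO above a set limit, near screen average plus 3 SD, cut at about 150% in these data; inconclusive = fewer than 70 cells counted for the yeast strain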;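 also: median GFP channel fluorescence of the gated AGP1 strain per well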
Yeast superoxide – caloric restriction mimetics inhibiting age-related superoxide in yeast; S. cerevisiae aged cells, superoxide DHE fluorescence; hits give low values; superoxide response (% of plate mean), % at 10 µM; 330,000 compounds, 0.18% hits;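 active = superoxide response under a set limit, about three screen SD below normal, cut at about 65% in these data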;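 also: yeast aged for seven days with compound at 30 °C before DHE staining; 100% = average MFI of all compound-treated wells on the plate with controls excluded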
VLA-4 inh – inhibition in a human VLA-4 binding assay. P13612. VLA-4 expressing cells, ligand binding flow cytometry. inhibition, % (about 7 µM as worked out from the volumes in the protocol). 330,000 compounds, 0.2% hits. AID 2557; in the data active = inhibition above about 50%
BCLXL inh – blocks human Bcl-xL binding to Bim BH3 peptide; Q07817; GST-Bcl-xL / FITC-Bim BH3 peptide fluorescence polarization; AID 2129; inhibition, % at 10.9 µM; 320,000 compounds, 0.7% hits;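 active = inhibition above the mean of all tested compounds plus 3 SD, cutoff set per campaign, cut at about 30% in these data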;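 also: 0% = DMSO wells and 100% = unlabeled Bim-BH3 peptide competitor; inhibitors lower millipolarization by displacing the labeled peptide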
Target sequence (Q07817 whole entry, looked up): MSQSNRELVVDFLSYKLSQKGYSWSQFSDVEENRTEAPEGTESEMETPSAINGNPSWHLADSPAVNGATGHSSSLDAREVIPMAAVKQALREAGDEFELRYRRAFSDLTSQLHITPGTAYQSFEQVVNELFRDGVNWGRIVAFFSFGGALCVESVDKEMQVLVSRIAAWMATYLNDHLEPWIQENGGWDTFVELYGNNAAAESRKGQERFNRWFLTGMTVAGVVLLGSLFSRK
MEX-5 binding – C. elegans MEX-5 TCR-2 RNA binding activity; Q9XUB2; MEX-5/FITC-TCR2 RNA binding, fluorescence polarization; hits give low values; activity score (negative = inhibition of binding), % at 10 µM; 300,000 compounds, 0.38% hits; AID 1832;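 active = inhibition past about -25% in most replicates, and total fluorescence under double the plate's negative control median, limit read from the data; inconclusive = replicates evenly split on the limit, or fluorescence at least double controls; inactive = too little inhibition in most replicates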;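 also: 0% = DMSO and -100% = 5 µM competing unlabeled TCR2 RNA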
MCL1 BIM primary – inhibitors of human MCL1 binding to BIM-BH3 peptide; inhibition, % at 10.9 µM; 320,000 compounds, 0.68% hits; Q07820; AID 2057; GST-MCL1 / FITC-Bim-BH3 fluorescence polarization;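 active = inhibition above the mean inhibition of all tested compounds plus 3 SD, set per campaign, cut at about 40% in these data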;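 also: 0% = DMSO wells and 100% = unlabeled Bim-BH3 peptide control; higher means more loss of mP so more displacement of Bim peptide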
Target sequence (Q07820 whole entry, looked up): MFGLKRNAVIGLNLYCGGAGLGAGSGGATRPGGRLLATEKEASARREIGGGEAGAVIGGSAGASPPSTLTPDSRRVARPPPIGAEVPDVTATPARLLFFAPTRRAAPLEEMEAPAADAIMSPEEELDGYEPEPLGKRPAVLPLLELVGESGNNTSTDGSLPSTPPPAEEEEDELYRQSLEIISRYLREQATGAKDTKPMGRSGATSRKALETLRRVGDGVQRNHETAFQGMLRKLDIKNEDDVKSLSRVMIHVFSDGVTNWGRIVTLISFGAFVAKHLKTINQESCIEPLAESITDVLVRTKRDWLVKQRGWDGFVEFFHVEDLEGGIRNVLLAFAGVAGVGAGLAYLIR
CIT2-GFP yeast – modulators of TOR pathway CIT2-GFP in S. cerevisiae. S. cerevisiae CIT2-GFP strain, flow cytometry, 3 h; 100 means same as DMSO wells. GFP response vs DMSO, % at 10 µM. 320,000 compounds, 0.065% hits. AID 2029;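 active = GFP response relative to DMSO above a set limit, near the screen mean plus 3 SD, cut at about 150% in these data; inconclusive = Fewer than 70 cells measured for a yeast strain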;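 also: ratio of well median GFP fluorescence to mean of DMSO wells on the plate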
Starred values were filed as active, the others as inactive; ? = inconclusive; · = no result given; & = joins results of further samples.

SMILES	GLD-1 TGE inh	GRK2 aptamer HTS	AGP1-GFP MLPCN	Yeast superoxide	VLA-4 inh	BCLXL inh	MEX-5 binding	MCL1 BIM primary	CIT2-GFP yeast
CCC(C)Nc1nc(N)c([N+](=O)[O-])c(NCCO)n1 (centres undefined)	0	14	107	105	-5	1	-0.3	-4	99
O=C(CCCNC(=O)c1ccc(Cl)cc1)Nc1ncccc1O	1	0	103	103	8	2	-2.2	8	104
Cc1c[nH]c2cccc(OCC(CNC(C)(C)C)OC(=O)c3ccccc3)c12 (centres undefined)	2	0	93	101	11	6	3.3	-2	96
COc1ccc(C2=NN(C(C)=O)CC2c2cccc([N+](=O)[O-])c2)cc1 (centres undefined)	1	4	93	143	4	2	0.3	4	92
CCOC(=O)c1sc2ncn(/N=C/c3ccc(O)c(OC)c3)c(=O)c2c1C	-1	0	99	100	8	0	0.9	-1	107
COC(=O)c1ccc(C(=O)OC)c(NC(=S)N2CCN(C)CC2)c1	8	0	100	112	1	6	0.1	10	103
Cc1ccc(S(=O)(=O)N2c3ccccc3OCC2c2ccccc2)cc1 (centres undefined)	-4	1	105	105	-5	8	0.7	2	109
Cn1cc(Cl)cc(C(=O)Nc2ccccc2)c1=O	1	0	95	90	4	2	-0.3	-4	98
CC(=O)Nc1cccc(OCC(=O)NCCC2=CCCCC2)c1	9	0	77	103	-3	2	0.4	3	88
N#Cc1c(N)n[nH]c1-c1cc2c([nH]1)CCCC2	5	0	104	103	6	4	1.8	7	108
Cc1nc(C)c(NC(=O)OC(C)C)cc1NC(=O)OC(C)C	4	3	97	96	-7	-1	2.1	1	100
COc1cc(CC(=O)OCC(=O)N2CCCCC2C)cc(OC)c1OC (centres undefined)	-1	1	88	88	5	3	2.8	6	99
CCCCNCc1ccc(SC)cc1	-8	2	100	88	14	-2	-1.9	-3	97
Cc1ccc(NC(=O)N/C=C/c2ccco2)cc1C	-15	5	98	105	-137	-4	-3.4	-3	101
COc1cc2c(cc1OC)C(C)N(S(=O)(=O)c1cn(C)cn1)CC2 (centres undefined)	0	2	100	129	-5	2	-0.9	0	100
O=S(=O)(N/N=C/c1cccc(OC2CSC2)c1)c1ccccc1	1	1	96	106	8	-1	-0.8	-5	100
CCN(CC)C(=O)CC(c1ccc(OC)cc1)c1c(OC)cc(OC)c2ccc(=O)oc12 (centres undefined)	1	·	·	·	·	2	2.3	1	·
CCN(CC(=O)NCc1ccccn1)S(=O)(=O)c1ccc(OC)cc1	7	2	100	90	7	-3	-1.0	-1	106
COc1ccc(CN2C(=O)c3cccnc3C2=O)cc1S(=O)(=O)N1CCOc2ccccc21	3	0	?	87	24	2	-2.2	-3	?
COc1ccc(Cl)cc1C(=O)C1CCCN(Cc2cnc(N3CCOCC3)s2)C1 (centres undefined)	3	1	102	94	6	4	-3.1	5	98
CC(=O)Nc1ccc(OC(=O)Cc2ccc(Cl)cc2)cc1	-4	0	99	106	10	0	1.3	-7	99
Cc1oc(-c2cccs2)nc1CN1CC[C@@](O)(c2ccccc2)[C@H]2CCCC[C@@H]21	-1	0	97	98	27	4	-0.5	4	107
CC1CC(Nc2ccccc2)=CC(=O)O1 (centres undefined)	4	0	102	101	6	3	0.9	2	104
c1ccc(-c2nc3c(ccc4ccccc43)[nH]2)nc1	3	1	88	89	1	3	-3.6	4	100
CCc1noc(C)c1C(=O)NNC(=O)COc1ccccc1C	3	3	97	103	8	2	·	2	105

Later entries.
SMILES	GLD-1 TGE inh	GRK2 aptamer HTS	AGP1-GFP MLPCN	Yeast superoxide	VLA-4 inh	BCLXL inh	MEX-5 binding	MCL1 BIM primary	CIT2-GFP yeast
O=C(NCC(O)c1ccccc1)c1ccccc1 (centres undefined)	-2	5	103	94	-17	4	-0.5	2	103
O=C(NC1CCCCC1)C(c1ccccc1F)N(Cc1ccco1)C(=O)c1ccccn1 (centres undefined)	4	2	99	96	7	6	0.2	2	101
O=C(CSc1nc2nccnc2c(=O)n1Cc1cccs1)Nc1ccccc1	-3	0	101	96	7	-1	-1.5	7	94
O=C(CCCc1ccccc1)NCc1ccc2c(c1)OCO2	·	1	96	99	0	·	0.8	·	101
CSCCC(NC(=O)COc1ccccc1)C(=O)NCCOc1ccc(C)cc1 (centres undefined)	·	0	89	112	9	·	1.2	·	85
C[C@@H]1CN([C@H](C)CO)C(=O)c2cc(NC(=O)NC3CCCCC3)ccc2O[C@H]1CN(C)S(C)(=O)=O	3	8	102	94	20	·	·	·	102
O=C(COC(=O)[C@@H]1CCCN1S(=O)(=O)c1ccccc1F)Nc1ccc(OC(F)F)cc1	8	0	103	99	11	5	1.0	8	·
CCOC(=O)c1cc(-c2ccccc2)sc1NC(=O)COC	9	3	96	108	1	6	-0.7	10	92
COC(=O)c1c(C)nn(-c2ccccc2)c1-n1cccc1	6	3	86	105	9	4	-0.9	2	92
COc1ccc(C(CC(=O)c2ccc(C)cc2)C(C#N)C#N)cc1OC (centres undefined)	-1	0	100	96	7	4	2.3	-3	107
COc1ccc(C)cc1NC(=O)CC(NC(C)=O)c1ccccc1 (centres undefined)	6	0	100	109	0	-14	-1.6	-8	95
COc1ccc(Br)cc1/C=N/NC(=O)c1ccco1	-11	4	96	95	11	-4	-0.5	-3	97
O=c1c2ccccc2nc(/C=C/c2c[nH]c3ccccc23)n1-c1ccc([N+](=O)[O-])cc1	5	0	106	104	3	7	1.6	6	108
O=C(C1CCCN(S(=O)(=O)c2cccc3nsnc23)C1)N1CC=C(c2ccccc2)CC1 (centres undefined)	-1	1	105	96	-1	7	·	4	98
Cc1ccccc1NC(=O)C(=O)NNC(=O)COc1ccc2ccccc2c1	-4	1	100	92	3	8	0.7	11	108
O=[N+]([O-])c1ccc(/C=N/Nc2nc(N3CCCCC3)nc(N3CCCCC3)n2)o1	-16	5	82	88	-2	-18	-1.4	-28	82
O=[N+]([O-])c1ccc(SCCc2ccncc2)cc1	-3&-3	0&0	103&99	82&80	-5&2	9&12	0.4&-0.1	9&16	100&122
Cc1cc(C)cc(N(C(C)C(=O)NC2CCCC2)S(C)(=O)=O)c1 (centres undefined)	-1	1	99	99	-18	-1	1.0	-4	108
CC1(C)CC2CC(C)(CN2C(=O)COC(=O)c2ccc(Cl)c(N)c2)C1 (centres undefined)	6	2	101	113	12	-1	-2.3	-3	99
CCC(=O)c1c[nH]c(C(=O)NCCCn2ccnc2)c1	3	0	111	110	-7	2	0.4	4	94
CN(C(=O)CSc1nnc(NC2CCCCC2)s1)C1CCS(=O)(=O)C1 (centres undefined)	-2	1	103	92	-1	-19	0.8	-12	98
O=C(c1cc2cc([N+](=O)[O-])ccc2s1)N1CCCCC1	-1	1	102	98	-2	2	1.1	4	94
O=C(CSc1ncc(-c2ccc(F)cc2)n1Cc1ccco1)Nc1nccs1	1	0	92	100	-19	-6	1.5	-2	92
Cc1cc(Cl)cc(C)c1OCCCCN1CCOCC1	-3	0	98	71	-4	2	-0.8	0	102
CCN(CCCNC(=O)CNC(=O)Cn1cnc2ccccc2c1=O)c1cccc(C)c1	0	2	113	97	14	9	1.7	-6	103

More compounds follow:
SMILES	GLD-1 TGE inh	GRK2 aptamer HTS	AGP1-GFP MLPCN	Yeast superoxide	VLA-4 inh	BCLXL inh	MEX-5 binding	MCL1 BIM primary	CIT2-GFP yeast
CCN(CC)CCCNC(=O)c1cc(-c2ccc(Cl)c(Cl)c2)on1	3	0	103	87	18	5	0.2	0	105
Fc1ccc(C2=CC(c3ccco3)n3ncnc3N2)cc1 (centres undefined)	96*	0	100	87	-3	152*	-51*	181*	106
CCOc1ccc(C(=O)OCC(=O)Nc2cccc(S(=O)(=O)N3CCCC3)c2)cc1	6	0	101	101	-2	2	·	0	102
CCN(CC)c1ccc(NC(=O)CN2CCN(c3ccc(F)cc3)CC2)cc1	0	0	102	99	32	11	1.0	11	102
CC(C)OC(=O)CSc1ncnc2c1cnn2-c1ccccc1	-5	0	92	115	6	9	0.9	4	92
CC(=O)Nc1ccc2c(c1)CCCC2	11	1	103	97	12	7	1.5	3	98
O=C(COC(=O)C1CC2CCCC(C1)C2=O)Nc1nc(-c2ccc(F)c(F)c2)cs1 (centres undefined)	-3	3	101	107	6	3	-3.1	4	88
COC(=O)c1sc(S(=O)(=O)NCC(=O)O)c(C(=O)OC)c1C	1	0	98	106	3	2	-1.5	5	105
Cc1cccc(C(=O)Nc2sc3c(c2C#N)CCCCC3)c1	-9	0	97	100	5	0	-1.5	1	101
CCc1cc(=O)oc2c3c(cc(OCC(=O)Nc4cccnc4)c12)OC(C)(C)CC3	1	0	102	97	-9	4	1.3	-2	94
CCCCCOC(=O)C1=C(C)NC(=O)NC1c1ccccc1OCC (centres undefined)	-7	1	112	109	-6	4	0.8	0	109
CCN(CC)S(=O)(=O)c1cccc(C(=O)N[C@H](C(=O)NNC(=O)c2ccccc2)C(C)C)c1	3	1	97	92	4	-2	-2.8	3	85
FC(F)(F)c1ccc(-c2n[nH]c(=S)o2)nc1	-9	2	101	116	7	-18	3.5	-14	94
Cc1oc(-c2ccccc2F)nc1CS(=O)(=O)CC(=O)NC1CCCC(C)C1C (centres undefined)	4	2	96	100	9	8	-0.2	7	91
COc1ccc(-c2cc3nc(-c4ccccc4)cc(N4CCC5(CC4)OCCO5)n3n2)cc1	1	0	88	91	6	3	1.4	2	91
O=C(NCCCNC(=O)c1ccc(Cl)cc1Cl)c1ccccn1	6	2	105	95	7	2	0.7	4	117
CSc1ccc(C(=O)N2CCc3ccc(NC(=O)c4ccccn4)cc3C2)cc1	-2	0	106	95	4	5	-0.4	11	106
CC(C)NC(=O)NC(=O)COC(=O)Cc1ccsc1	6	1	94	92	-3	4	-0.4	2	95
CCOC(=O)C1CCN(C(=O)CSc2ccccc2)CC1	6	2	105	94	-4	4	0.9	7	106
CC1CCCC/C1=N\NC(=S)Nc1cccnc1 (centres undefined)	-1	0	105	101	-2	-4	1.3	-1	·
CC(C)n1cc(CN2CCC(n3nccc3NC(=O)CCCc3ccccc3)CC2)cn1	·	0	89	96	3	·	2.6	·	109
COc1ccc(CC(=O)OCC(=O)NC(=O)Nc2ccccc2F)cc1	11	0	105	81	0	3	·	-2	106
CC(NC(=O)COC(=O)C12CC3CC(CC(Br)(C3)C1)C2)c1ccccc1 (centres undefined)	8	0	101	77	11	·	·	·	102
Cc1cccc(N2C(=O)CC(N3CCN(Cc4ccc(Cl)cc4)CC3)C2=O)c1 (centres undefined)	-8	0	102	103	9	8	0.5	2	86
Cc1ccccc1OCCOC(=O)c1ccc(S(=O)(=O)N2CCCC2)cc1	1	0	96	128	-1	3	·	5	158*
Cc1ccccc1NC(=S)N(CCN(C)C)C(C)c1ccccn1 (centres undefined)	6	0	·	113	1	0	1.9	5	99
CCc1c(C(C)S(=O)(=O)c2ccccc2)[nH]c(=O)n1CC (centres undefined)	11	1	109	81	26	2	-0.8	-5	102
CC1CCN(S(=O)(=O)c2ccc(S(=O)(=O)N3CCCC3)cc2)CC1	7	1	102	74	-2	9	-1.1	7	111

High-throughput results as filed in PubChem.
